High-throughput results from PubChem BioAssay.
AmpC inh no detg: blocks E. coli AmpC beta-lactamase in detergent-free assay. actives 0.52% (n = 330,000). AID 485341. Potency, µM (top dose mostly 57.1 µM), inactives show at the highest dose activity change, negative = inhibition, usual class: inhibitors. P00811. AmpC nitrocefin hydrolysis, absorbance 480 nm, 0.0001% Triton;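 further: potency means the concentration at half of the fitted maximal effect; plate controls were no compound for no effect and no enzyme for full effect; nearly all actives have a fitted effect of over 20% in size; some results filed as inactive show a strong effect at the top dose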
Target sequence (P00811 whole entry, looked up): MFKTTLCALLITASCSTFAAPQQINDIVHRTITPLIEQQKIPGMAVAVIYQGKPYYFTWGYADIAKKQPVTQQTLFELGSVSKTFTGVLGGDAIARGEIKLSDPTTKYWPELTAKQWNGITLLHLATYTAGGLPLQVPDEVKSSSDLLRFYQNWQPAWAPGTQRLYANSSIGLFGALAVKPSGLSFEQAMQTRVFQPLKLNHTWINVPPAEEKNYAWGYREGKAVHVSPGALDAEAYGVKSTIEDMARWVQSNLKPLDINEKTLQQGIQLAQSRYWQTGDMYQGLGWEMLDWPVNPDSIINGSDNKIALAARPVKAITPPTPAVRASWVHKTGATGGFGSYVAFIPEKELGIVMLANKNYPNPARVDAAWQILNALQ
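20 mM phosphate pH 7.0 + 0.01% (detergent screen) or 0.0001% Triton X-100; 5.3 nM AmpC reagent; cpd preinc 15 min RT; nitrocefin (800 uM stock) to start; A480 q20 s × 4 min; Activity was normalised to no-enzyme and no-compound control wells.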
Shiga toxin inh: inhibitors of Shiga toxin in Vero cells. Vero cells, Shiga toxin protein synthesis inhibition reporter. inhibition, % at 38.7 µM. actives 9.2% (n = 290,000). AID 2315; in the data active means inhibition mostly above about 28%, no sharp cut-off; inactive means mostly below about 43%; further: 0% is about no effect
TbPYK inhibitor: T. brucei pyruvate kinase inhibition; actives 0.12% (n = 410,000); TbPYK enzyme, Kinase-Glo Plus ATP luminescence, 45 min; Potency, µM (series often up to 76.8 µM), for the others: at the top dose activity, negative = inhibition, actives largely listed as inhibitors; AID 624173; further: potency means the concentration at half of the fitted maximal effect; on the % scale 0 is the no-effect control and ±100 the full control effect; nearly all actives have a fitted effect of over 50% in size
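Glycolytic pyruvate kinase of T. brucei was incubated with substrate, test compound and 130 uM ADP for 45 minutes at room temperature. Luminescent Kinase-Glo Plus signal was measured after 10 minutes.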
Pf growth 48h: P. falciparum growth inhibition at 48 hours (one generation); P. falciparum luciferase growth in erythrocytes, 48 h; Potency, µM (top dose mostly 28.7 µM), for the others: at the highest dose activity change, negative = inhibition, actives largely listed as inhibitors; actives 5.9% (n = 310,000); AID 504832; further: potency means the concentration at half of the fitted maximal effect; on the % scale 0 is the no-effect control and ±100 the full control effect
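In quantitative HTS format, infected erythrocytes bearing luciferase-reporter parasites were treated for a single generation at 37 C. Luminescence after adding detection reagent served as the growth measure.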
LmPK inh: inhibitors of Leishmania mexicana pyruvate kinase. Q27686. purified LmPK, Kinase-Glo ATP luminescence, 1 h. Potency, µM (series often up to 57.5 µM), without a hit: at the top dose activity change, negative = inhibition, usual class: inhibitors. actives 0.37% (n = 290,000); further: potency means the concentration at half of the fitted maximal effect; on the % scale 0 is the no-effect control and ±100 the full control effect
Target sequence (Q27686 whole entry, looked up): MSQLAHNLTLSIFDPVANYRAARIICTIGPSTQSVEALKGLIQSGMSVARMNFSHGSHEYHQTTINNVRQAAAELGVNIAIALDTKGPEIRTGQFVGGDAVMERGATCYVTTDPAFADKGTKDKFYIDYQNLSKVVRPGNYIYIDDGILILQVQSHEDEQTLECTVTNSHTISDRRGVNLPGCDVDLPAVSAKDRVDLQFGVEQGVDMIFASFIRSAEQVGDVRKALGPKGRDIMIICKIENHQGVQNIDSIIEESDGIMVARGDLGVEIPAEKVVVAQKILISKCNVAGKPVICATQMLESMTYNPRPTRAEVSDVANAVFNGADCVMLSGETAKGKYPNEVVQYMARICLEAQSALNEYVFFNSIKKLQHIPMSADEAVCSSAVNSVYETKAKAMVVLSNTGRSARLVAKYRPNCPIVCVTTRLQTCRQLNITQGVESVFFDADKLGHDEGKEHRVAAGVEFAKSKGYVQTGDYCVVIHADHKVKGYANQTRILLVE
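0.1 nM LmPK, 0.5 mM PEP, 0.1 mM ADP; 50 mM imidazole pH 7.2, 7 mM MgCl2, 50 mM KCl; 1 h RT. Kinase-Glo luminescence readout, normalized to no-enzyme (full inhibition) and uninhibited wells.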
CHX counter: counter-screen for Shiga toxin inhibitors: cycloheximide protein synthesis inhibition | cell reporter, cycloheximide protein synthesis inhibition counterscreen | actives 12% (n = 300,000) | max response, % | AID 2314; in the data active means max response mostly above about 13%, no sharp cut-off; inactive means mostly below about 14%; further: read at 38.3 µM for the half of the compounds with a filed dose; 0% is about no effect
Pf growth 96h: P. falciparum growth inhibition at 96 hour, primary screen for plastid delayed-death inhibitors; actives 6.9% (n = 320,000); Potency, µM (doses to about 28.7 µM), for the others: at the top dose activity change, negative = inhibition, hits mostly inhibitors; P. falciparum luciferase reporter growth, 96 h; further: potency means the concentration at half of the fitted maximal effect; on the % scale 0 is the no-effect control and ±100 the full control effect
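Erythrocytes infected with luciferase-expressing P. falciparum were dispensed at 2% hematocrit and 0.05% parasitemia (final), then incubated with compounds 96 hours at 37 C in 5% CO2. Luminescence after detection reagent addition reported growth.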
Numbers without * were called inactive; ? = inconclusive; / = no result given; & = joins results of further samples; [ ] = dose if it differs, or a comment. Unless noted, the call rests on the fitted dose curve; in most records, active means well fitted curve in the direction sought with a large enough effect; inconclusive means small, poorly fitted or top-dose-only effect, or another doubt; inactive means no such curve, though single readings can be large; an effect the other way counts as inactive or inconclusive.

SMILES | AmpC inh no detg | Shiga toxin inh | TbPYK inhibitor | Pf growth 48h | LmPK inh | CHX counter | Pf growth 96h
CCC(=O)Oc1c(C(=O)CC)cc2c(C)cc(=O)oc2c1C | -1.7% | 18.7 | 4.0% | 25.0% | 1.8% | -3.1 | 44.7%[activator]
Cc1cccc(C(=O)N/N=C2/SCC(=O)N2Cc2ccccc2)c1 | -27.0% | 42.7 | 3.1% | 0.0% | 1.6% | -1.9 | ?
CC1=CC(C)C(/C=N/N=C(N)N)C(C)C1 (stereo not given) | -23.3% | -6.6 | -6.8% | 11.7µM* | -9.2% | -2.8 | 2.94µM*
CCOC(=O)c1cnc(-c2ccccc2)nc1Oc1ccccc1 | 3.8% | -5.9 | 3.8% | 17.9% | -1.1% | -1.9 | -24.7%
Cc1ccc(-n2nc3c(SCCN4CCOCC4)nnc(C)c3c2C)cc1 | 125.9%[activator] | -16.0 | -9.4% | -1.0% | -0.7% | -5.1 | ?
COc1ccccc1Nc1nc(N)nc(CN2CCN(c3ccccc3)CC2)n1 | 43.8% | -16.0 | 0.3% | -28.7% | 6.1% | 8.1 | /
CSc1ccccc1C(=O)NC1CCCc2ccccc21 (stereo not given) | -15.2% | -7.7 | -4.1% | -13.2% | -1.0% | -2.9 | ?
CN(C(=S)NC(=O)c1ccccc1)c1c(N)n(Cc2ccccc2)c(=O)[nH]c1=O | 1.3% | -4.4 | -1.1% | 5.1% | -1.7% | -3.3 | 24.2%
Cc1c(N2C(=O)CSC2=S)c(=O)n(-c2ccccc2)n1C | -18.5% | -15.2 | -6.8% | 11.1% | 3.9%[11.5 µM] | -5.8 | 57.3%
Cc1noc(C)c1C(=O)Nc1c(F)cc(F)cc1Br | -14.3% | -7.7 | -1.9% | 11.6% | -3.3% | -1.4 | -16.4%
Cc1cc(CO)nn1-c1ccc([N+](=O)[O-])cc1 | -21.2% | 12.4 | 2.0% | 40.4%[activator] | -2.9% | -1.2 | 41.0%[activator]
CC1CCN(c2ccc(NC(=O)Cn3c(=O)oc4ccccc43)cc2)CC1 | -15.4% | -7.3 | 23.3% | 20.9% | 1.1% | 2.4 | ?
O=C(CN1c2ccccc2Sc2ccccc21)N/N=C/c1ccc(Cl)cc1Cl | -31.0% | 11.5 | -1.5% | ? | 1.6% | 2.1 | ?
O=S(=O)(c1cccc2nsnc12)N1CCNCC1 | -10.6% | 6.3 | -0.2% | 18.1% | 3.9% | -2.2 | 47.5%[activator]
NC(=O)c1cc(S(=O)(=O)NCc2ccccc2)cs1 | -5.8% | -12.4 | 0.6%&-0.1% | 16.3% | 2.1% | -1.5 | 53.1%[activator]
CC12CC(c3ccccc3O1)N(C(=O)c1ccc(Br)o1)C(=O)N2c1ccccc1 (stereo not given) | -17.8% | 4.8 | 3.1% | ? | 6.0% | -3.9 | ?
O=C(Nc1ccccc1Cl)Oc1ccc(-c2ccccc2)cc1 | -25.9% | 35.6 | -1.1% | 34.4%[activator] | -1.1% | 18.1* | 0.0%
CCOC(=O)Nc1ccc2c(c1)N(C(=O)CCN1CCN3CCCC3C1)c1ccccc1CC2 (stereo not given) | 62.7%[activator] | -9.6 | -0.9% | -28.3% | -1.3% | -4.8 | 14.7µM*
Cc1ccccc1C([O-])=Nc1ccc[n+](-c2nc3ccccc3nc2NS(=O)(=O)c2ccccc2)c1 | 78.3%[activator] | 20.0 | -4.3% | ? | -2.7% | -3.1 | 11.7µM*
CCS(=O)(=O)N1CCCC(C(=O)NC2CCC(C)CC2)C1 (stereo not given) | -4.1% | 17.9 | -3.6% | 40.3%[activator] | 1.3% | -2.6 | -26.0%
COc1cccc(Cn2c(-c3nonc3N)nc3ccccc32)c1 | -26.1% | 16.2 | -1.5% | ? | 2.1% | -2.4 | /
Cc1ccc(C)c(NC(=O)CSc2nnc(-c3ccccc3)n2N)c1 | -17.8% | -8.7 | -9.4% | 3.2% | 2.0% | -5.6 | ?
Cc1ccc(F)c(CNC(=O)C2CCC(=O)N(Cc3ccccn3)C2)c1F (stereo not given) | -9.0% | 19.5 | -7.6% | 7.1% | 0.9% | 6.6 | ?
O=C(Nc1cc(Cl)cc(Cl)c1)Nc1cnccn1 | -34.7% | -9.3 | 1.2% | ? | -13.8% | -2.5 | 73.4%[activator]
O=Nc1c(O)[nH]c2ccc(Cl)cc12 | -15.5% | 4.4 | -8.4% | 9.5% | 2.1% | -1.9 | 23.8%
COc1ccc(N2CCN(c3ncccn3)CC2)cc1 | -4.6% | 152.5* | 4.5% | 81.2%[activator] | -7.9% | 24.5* | /
CC(C)(C)OC(=O)N1CC(O)CC1C(=O)OCC(=O)c1ccc(-c2ccccc2)cc1 (stereo not given) | 171.2%[activator] | -14.8 | 0.5% | -0.7% | -2.4% | 8.6 | 28.3%
O=C(Cc1cccs1)NC(c1ccccc1)c1ccccc1 | -28.2% | 12.8 | 1.7% | 9.8% | 1.2% | 13.1 | ?
O=C(NCc1csc(-c2cccs2)n1)C1CCCCC1 | -19.7% | 76.2* | 4.7% | 44.7%[activator] | -5.3% | 28.6* | 70.3%[activator]
COc1ccc(CCN2CC(C(=O)N3CCSCC3)CCC2=O)cc1 (stereo not given) | 8.6% | -9.2 | 1.5% | 15.1% | 4.1% | -0.8 | ?
CN(CCNC(=O)c1cc2c(-c3ccccc3F)nn(C)c2s1)C1CCCCC1 | 31.7% | -4.2 | -7.8% | 1.65µM* | -1.4% | -2.3 | 3.4%
O=C(COC(=O)c1cccnc1Cl)NCCc1ccccc1 | -2.7% | / | -1.7% | 36.4%[activator] | / | / | 70.2%[activator]
C1CCC2=NCCCN2CC1 | -15.9% | 15.1 | -12.1% | -8.0% | -2.4% | -1.6 | 3.9%[5.75 µM]
COc1ccc(C(=O)COC(=O)[C@H](C)Nc2ccc(C(F)(F)F)cc2[N+](=O)[O-])cc1 | -8.3% | -0.1 | 5.4% | 5.5% | -1.7% | -0.2 | /
O=C1COc2ccc(N3C(=O)c4ccccc4C3=O)cc2N1 | -12.9% | 18.5 | / | -31.4%[1.15 µM] | 0.6% | -7.3 | 21.1%
COc1cccc(NC(=O)C2CCN(S(=O)(=O)c3ccc4c(c3)NC(=O)CO4)CC2)c1 | -42.8% | 3.0 | -29.1% | -20.4% | -3.9% | -7.7 | ?
CC(C)c1ccc(C2C(C(=O)c3ccco3)=C(O)C(=O)N2CCN2CCOCC2)cc1 (stereo not given) | -1.8% | 22.6 | -6.6% | 9.5% | 8.9% | 11.0 | -14.6%
Cc1cc2ncn(-c3ncnc4scc(-c5ccccc5)c34)c2cc1C | 8.6% | -8.8 | 1.1% | 7.9% | 0.1% | -4.9 | ?
O=C(N/N=C/c1ccc([N+](=O)[O-])o1)C1CCCC1 | -19.4% | 0.8 | -9.5% | ? | -11.9% | 1.4 | ?
O=C(NCC1CCCO1)c1cc2n(n1)C(C(F)(F)F)CC(c1ccc(Br)cc1)N2 (stereo not given) | 56.3% | -10.2 | 8.5% | / | 12.1% | -2.7 | 0.0%
O=C(CS(=O)CC(=O)N(c1ccccc1)C(C(=O)NC1CCCCC1)c1ccco1)Nc1ccc(F)cc1 (stereo not given) | -16.5% | 8.7 | 1.3% | ? | -4.8% | -4.7 | 7.38µM*
COC(=O)c1ccc(C(=O)Nc2ccc3nc(-c4ccncc4)[nH]c3c2)cc1 | 3.6% | -2.3 | 1.6% | -10.0%[0.00184 µM] | -0.2% | 2.0 | -6.6%
COc1ccccc1NC(=O)COC(=O)c1cc2ccccc2cc1O | -29.4% | / | -4.3% | ? | / | / | 21.4%
COCc1c(Br)c(C)nc(OCC(=O)N/N=C/c2ccco2)c1C#N | -19.9% | 10.0 | 2.8% | -22.8% | 3.4% | -2.8 | 41.6%[activator]
O=C(O)/C=C/C(=O)c1c(-c2ccccc2)[nH]c2ccccc12 | -36.5% | -4.2 | 2.1% | 6.57µM* | 2.0% | -2.5 | 4.15µM*

Some entries already given with just TbPYK inhibitor:
SMILES | TbPYK inhibitor
O=C(COC(=O)c1cccnc1Cl)NCCc1ccccc1 | -1.7%
C1CCC2=NCCCN2CC1 | -12.1%
COc1ccc(C(=O)COC(=O)[C@H](C)Nc2ccc(C(F)(F)F)cc2[N+](=O)[O-])cc1 | 5.4%

Other structures:
SMILES | AmpC inh no detg | Shiga toxin inh | TbPYK inhibitor | Pf growth 48h | LmPK inh | CHX counter | Pf growth 96h
COc1ccc(NC(=O)c2cccnc2N2CCOCC2)cc1 | -11.0% | -4.2 | -1.5% | 24.3% | -0.7% | -6.2 | 19.5%
Cc1c(OCC(=O)NCCCn2ccnc2)ccc2c3c(c(=O)oc12)CCCC3 | 57.1% | -4.3 | 5.8% | -11.4% | 1.5% | 0.6 | ?
CC(OC(=O)c1ccccc1C(=O)N(C)c1ccccc1)C(=O)Nc1ccccc1[N+](=O)[O-] (stereo not given) | 29.7% | / | -6.1% | ? | / | / | ?
C=CCn1c(-c2cccn(Cc3ccccc3)c2=O)n[nH]c1=S | -11.5% | -3.5 | ? | 18.8% | 2.4% | -0.5 | 38.5%[activator]
CC(C)CNC(=O)C(=O)Nc1cc2c3c(c1)C(C)C(=O)N3CCC2 (stereo not given) | 16.3% | -3.7 | -9.6% | -23.8% | 0.5% | 1.4 | 14.7µM*
CCOc1ccc(N(CC(=O)NCc2ccccc2)C(=O)CCC(=O)Nc2nccs2)cc1 | 23.8% | 19.5 | 0.2% | ? | -8.8% | 9.0 | 15.3%
Cc1ccccc1NC(=S)N1CCN(c2ccccc2C)CC1 | -28.0% | -1.5 | 5.1% | 13.6% | -5.3% | -1.0 | -21.4%
Nc1ncn([C@@H]2O[C@H](CO)[C@@H](O)[C@H]2O)c(=O)n1 | -7.0% | / | 0.0%&-5.2%&-5.2% | 5.9%&-4.7% | / | / | 9.6%&1.0%
CC1(C)Cc2ccccc2-c2nnc(C(F)(F)F)n21 | -0.4% | -6.3 | 0.8% | 10.2% | -4.5% | 7.1 | -20.2%
COCc1c(C(=O)N/N=C/c2ccncc2)nnn1-c1nonc1N | -9.5% | -5.7 | -0.1% | 20.9% | -2.7% | 2.0 | -21.7%
CCOc1ccccc1NC(=O)CN1CCN(Cc2ccccc2)CC1 | 20.6% | -4.1 | 8.5% | / | 6.3% | -2.2 | -6.5%
O=[N+]([O-])c1ccc(NCCO)c2ncccc12 | -9.0% | -13.7 | -6.1% | 8.9% | 0.1% | -4.0 | 15.7%
c1ccc(-n2nnnc2Sc2ncnc3sc4c(c23)CCCC4)cc1 | -12.7% | 0.9 | 6.9% | ? | 0.7% | -3.3 | 1.65µM*
C=CCc1ccccc1OCC(O)CN1CCN(c2ccccc2OC)CC1 (stereo not given) | 74.8%[activator] | -6.3 | 2.4%&-12.1% | ? | 1.4% | 1.8 | ?
